Screening data deposited in PubChem BioAssay by National Center for Advancing Translational Sciences (NCATS).
PI5P4K alpha inh – inhibitors of human PI5P4K alpha | AID 652105 | PI5P4Kalpha enzyme, ADP-Glo luminescence, 60 min; active compounds read low | 1.2% of 330,000 active | max response, % | P48426; active = max response of -50% or lower; inconclusive = between -30% and -50%; inactive = -30% or higher; also: value at the top dose of about 77 µM; % is scaled to controls: 0 for no effect and ±100 for the full control effect
Target sequence (P48426 whole entry, looked up): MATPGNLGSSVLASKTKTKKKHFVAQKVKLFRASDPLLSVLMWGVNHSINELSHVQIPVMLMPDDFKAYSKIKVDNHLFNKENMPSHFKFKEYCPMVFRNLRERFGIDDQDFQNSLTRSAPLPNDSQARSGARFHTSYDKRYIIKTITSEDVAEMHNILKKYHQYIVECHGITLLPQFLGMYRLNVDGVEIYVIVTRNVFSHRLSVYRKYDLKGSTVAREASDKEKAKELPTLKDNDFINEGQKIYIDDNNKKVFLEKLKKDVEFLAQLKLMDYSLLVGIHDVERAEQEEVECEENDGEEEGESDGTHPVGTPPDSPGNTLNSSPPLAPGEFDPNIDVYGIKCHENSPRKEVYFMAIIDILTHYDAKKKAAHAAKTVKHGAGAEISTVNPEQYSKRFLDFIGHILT
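ADP-Glo luminescence end-point read after a 60 min room-temperature kinase reaction of PI5P4Kalpha plus substrate, initiated with ATP at 5 microM final. Buffer: 0.038 M HEPES pH 7.4, EGTA, 0.1% CHAPS, 5% DMSO.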
IL-2 act – IL-2 activation; IL-2 activation reporter assay, cell-based qHTS; stimulated with anti-CD3/CD4/CD28 beads; in transgenic mouse T cells; activation, % (series mostly up to about 46 µM); 0.065% of 360,000 active; AID 652025; in the data active = activation above about 50%; inconclusive = mostly about 30% to 49%; also: 0% is about no effect
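Readout is EGFP and DsRed signal by fluorescent plate cytometry after 18 h at 37 degrees C. Transgenic mouse T cells (750/well) received compound for 60 min before bead stimulation (anti-CD3, anti-CD4, anti-CD28); memory T cells served as non-tolerant control.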
GLP1R cytotox – cytotoxic in the GLP-1 receptor inverse agonist counter-screen. HEK293 cAMP-luciferase reporter cells, luminescence, 24 h. 0.13% of 410,000 active. Potency, µM (titrated, usually from 38.3 µM), for the others: at the highest dose activity change, negative = inhibition, usual class: inhibitors;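 also: loss of luciferase light is scored as toxicity; potency is read from the fitted curve at half-maximal effect; % is scaled to controls: 0 for no effect and ±100 for the full control effect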
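Luminescence readout: signal drop marks cytotoxicity. Plated cells grew 12 h at 37 °C, 5% CO2, received 23 nL compound for 24 h, then got luciferase reagent, read after 12 min at RT.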
PTHR1 agonist – agonists of human PTHR1 parathyroid hormone receptor; Q03431; HEK293 GP2 PTHR1 cells, GloSensor cAMP luminescence, 1 h; Potency, µM (doses to about 115 µM), for inactives: at the highest dose activation, actives largely listed as activators; 0.075% of 410,000 active; AID 743266; also: potency is read from the fitted curve at half-maximal effect; nearly all actives have a fitted effect of over 55% in size; some results filed as inactive show a strong effect at the top dose; inactives centre near -15; many of its hits are not listed in these tables
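HEK-293-derived GP2 cells expressing PTHR1 and a GloSensor cAMP reporter, 3,000/well, plated overnight, given luciferin plus IBMX (each 0.5 mM as added) for 1 h at 37 °C, then compound for 1 h at 37 °C. Luminescence was read after 15 min at room temperature.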
GLP-1R agonist – agonists of human GLP-1 receptor | HEK293 GLP-1R CRE-luciferase, luminescence, 4-6 h; cells express a hypersensitive GLP-1R form | Potency, µM (series often up to 45.6 µM), without a hit: at the top dose activation, usual class: activators | 0.007% of 380,000 active; also: potency is read from the fitted curve at half-maximal effect; % of control where 0% means no effect
EPAC1 agonist – EPAC1 (human) agonism. EPAC1 agonist qHTS, biochemical assay; response scale: 100% = response to 6.5 mM cAMP. Potency, µM (highest dose often 154 µM), for inactives: at the highest dose activation, actives largely listed as activators. 0.073% of 360,000 active. AID 720707; also: potency is read from the fitted curve at half-maximal effect; nearly all actives have a fitted effect of over 60% in size
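Nucleotide exchange by EPAC1 (100 nM) on Rap1B–BODIPY-GDP (250 nM) in the presence of 50 uM GDP is tracked fluorescently at 480/540 nm over 30 min. Signals are normalized to a 6.5 mM cAMP control.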
PLK1 PBD inh – blocks phosphopeptide binding to human PLK1 polo-box domain. P53350. Plk1 PBD binding of FITC phosphopeptide, fluorescence polarization. Potency, µM, for the others: max response, negative = inhibition, most hits filed as inhibitors. 2.8% of 360,000 active; also: potency is read from the fitted curve at half-maximal effect; series mostly up to about 57 µM; % is scaled to controls: 0 for no effect and ±100 for the full control effect; nearly all actives have a fitted effect of over 65% in size
Target sequence (P53350 whole entry, looked up, the tested form may be a part): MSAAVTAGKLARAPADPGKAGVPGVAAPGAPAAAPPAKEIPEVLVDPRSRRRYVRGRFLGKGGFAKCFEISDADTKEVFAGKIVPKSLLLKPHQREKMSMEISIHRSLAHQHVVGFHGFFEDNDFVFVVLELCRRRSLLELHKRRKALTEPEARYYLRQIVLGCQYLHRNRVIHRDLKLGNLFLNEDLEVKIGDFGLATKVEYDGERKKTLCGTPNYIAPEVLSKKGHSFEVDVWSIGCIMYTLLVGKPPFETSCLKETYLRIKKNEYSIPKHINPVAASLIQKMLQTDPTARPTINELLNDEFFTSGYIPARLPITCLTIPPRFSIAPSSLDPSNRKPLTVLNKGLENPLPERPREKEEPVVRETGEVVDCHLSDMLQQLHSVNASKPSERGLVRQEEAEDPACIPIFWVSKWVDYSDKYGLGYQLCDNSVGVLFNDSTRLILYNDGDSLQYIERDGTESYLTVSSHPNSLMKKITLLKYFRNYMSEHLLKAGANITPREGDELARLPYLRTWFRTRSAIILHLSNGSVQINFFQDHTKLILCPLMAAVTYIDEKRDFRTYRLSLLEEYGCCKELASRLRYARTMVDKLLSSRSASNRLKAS
GLP1R inv ag – inverse agonists of human GLP-1 receptor; Potency, µM (top dose mostly 38.3 µM), inactives show at the top dose activity change, negative = inhibition, hits mostly inhibitors; 1.6% of 410,000 active; P43220; HEK293 GLP-1R CRE-luciferase, luminescence, 24 h; GLP-1R form is constitutively active; also: potency is read from the fitted curve at half-maximal effect; % is scaled to controls: 0 for no effect and ±100 for the full control effect; nearly all actives have a fitted effect of over 55% in size
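qHTS in 1536-well format: reporter HEK293 cells expressing constitutive GLP-1R activity in DMEM + 10% Nu serum, 24 hr with compounds at 37 deg C, luminescence read after 12 min with detection reagent.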
EPAC1 antagonist – antagonists of human EPAC1; O95398; 0.14% of 360,000 active; EPAC1 GEF assay, Rap1b-BODIPY-GDP exchange fluorescence; Potency, µM (doses to about 115 µM), for the others: at the top dose activity change, negative = inhibition, actives largely listed as inhibitors;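 also: potency is read from the fitted curve at half-maximal effect; plate controls were vehicle for no effect and positive control for full effect; nearly all actives have a fitted effect of over 50% in size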
Active calls of the source: *; i = inactive; ? = inconclusive; · = not tested or not shown; & = joins results of further samples; [ ] = dose if it differs, or a comment. Unless noted, calls follow the shape of the dose curve; as a rule, active = well fitted curve in the direction sought with a large enough effect; inconclusive = small, poorly fitted or top-dose-only effect, or another doubt; inactive = no such curve, though single readings can be large; an effect the other way counts as inactive or inconclusive. An excerpt; the hit share may differ from the screen's.

SMILES	PI5P4K alpha inh	IL-2 act	GLP1R cytotox	PTHR1 agonist	GLP-1R agonist	EPAC1 agonist	PLK1 PBD inh	GLP1R inv ag	EPAC1 antagonist
O=C(CCn1c(=O)oc2ccccc21)n1c(=O)oc2ccccc21	-3.0	-1.2	3.7%	16.2%[57.5 µM]	-1.7%	1.7%	-27.1%	4.6%	-18.0%
Cc1ccc(C)c(NC(=O)COC(=O)CCCN=C2NS(=O)(=O)c3ccccc32)c1	-5.6	-1.6	-4.3%	10.7%	-6.7%	3.2%	-7.1%	0.5%	8.5%
COc1ccc(F)cc1S(=O)(=O)Nc1ccc2c(c1)OCO2	·	-1.4	3.9%	i	0.6%	10.5%	-6.9%	-8.7%	-1.9%
CCC(=O)N(c1nnc(SCC(=O)NN2C(=O)NC3(CCCCC3)C2=O)s1)C1CC1	2.3	-0.4	-6.4%	i	5.6%	5.8%	-9.2%	10.4%	1.5%
Cc1cccc(Nc2nc(N)nc(CN3CCN(c4ccccc4F)CC3)n2)c1	·	0.0	-3.5%	i	-1.9%	11.9%	-8.2%	?	-11.9%
O=C(CC1NCCN(Cc2ccccc2)C1=O)Nc1ccc(Cl)cc1 (stereo not given)	4.2	0.1	1.7%	i	4.9%	4.7%	-2.7%	-5.8%	6.7%
Cc1cc(C)n(-c2ccc(NC(=O)C3CCCCN3C(=O)c3ccoc3)cc2)n1 (stereo not given)	-6.8	0.7	-3.0%	-24.1%	3.8%	-8.9%	-18.7%	-11.7%	-21.3%
Cc1cc(C(=O)N/N=C2/CC(C)CC(C)(C)C2)c(C)o1 (stereo not given)	-2.4	-0.9	2.4%[7.66 µM]	18.5%	7.9%	-15.6%	21.2µM*	25.3%[7.66 µM]	-7.5%
COc1ccc(C2CC(c3cccs3)=Nc3ccccc3S2)cc1 (stereo not given)	11.2	-1.7	7.2%	i	-6.9%	?	0.0%	?	16.3%
CCC(C)n1c(=N)c(C#N)cc2c(=O)n3ccccc3nc21 (stereo not given)	-6.9	-0.2	3.2%	7.3%[57.5 µM]	-8.0%	-7.2%	62.5%[activator]	12.2%	6.8%
Cc1cc([N+](=O)[O-])nn1CC(=O)Nc1ccc(F)cc1	-5.9	4.7	-2.4%[7.66 µM]	-7.4%	0.9%	-10.8%	5.8%	12.5%[7.66 µM]	19.0%
Cn1c(CNC(=O)c2ccc3c(c2)OCO3)nnc1SCC(=O)Nc1ccccc1F	-7.0	-0.8	-4.7%	i	7.8%	2.9%	3.1%	3.8%	6.6%
Cc1ccc(NC(=O)Cc2ccc(-c3ccccc3)cc2)nc1	-18.7	-1.7	-22.6%	-26.7%	3.6%	8.6%	-15.8%	10µM*	-8.1%
N#Cc1ccccc1OCC(O)CS(=O)(=O)c1ccccc1 (stereo not given)	0.4	-1.6	4.3%	i	3.3%	4.7%	-5.1%	6.0%	3.3%
COc1ccc(CC(=O)Nc2nnc(C(C)C)s2)cc1OC	3.1	-0.9	2.8%[7.66 µM]	-12.8%	-0.1%	5.8%	-4.9%	30.0%[activator][7.66 µM]	7.8%
FC(F)(F)c1cc(CCN2C(=S)NC[C@@H]2Cc2ccccc2)cc(C(F)(F)F)c1	20.0	-0.8	?	-36.2%[inhibitor]	3.9%	-28.6%	-9.7%	7.94µM*	-22.7%
O=C(COC(=O)C1CC1)Nc1ccc2[nH]c(=O)[nH]c2c1	-1.0	2.2	0.3%	0.0%	3.0%	-3.3%	-11.4%	1.3%	6.0%
Nc1c2c(nc3ccccc13)N(C1CCCCC1)CC2	-3.1	-0.2	?	i	1.0%	0.0%	?	?	-5.1%
COc1ccccc1C(=O)NCC(=O)OCC(=O)Nc1cccc(S(=O)(=O)N2CCCCCC2)c1	-2.5	-0.4	-2.5%	-5.9%	3.7%	5.3%	-20.2%	-29.3%	?
Cc1cc(C)cc(NC(=O)Nc2ccc3c(c2)N(C)C(=O)CS3)c1	-0.5	8.5	-15.9%	-57.9%[inhibitor]	-3.8%	-15.3%	-29.7%	?	0.5%
CCOc1ccc(OCC)c(NC(=O)C2CCCN(c3nc(C)cc(C)n3)C2)c1 (stereo not given)	·	-3.9	-21.8%	i	7.9%	-13.0%	-4.3%	-5.6%	6.7%
COC(=O)C1=C(C)NC2=C(C(=O)CC(C)(C)C2)C1c1cnn(C)c1C (stereo not given)	8.4	1.3	14.2%	-24.0%	4.5%	7.0%	0.4%	10.1%	-8.8%
N#Cc1nc(Cc2ccccc2)oc1N1CCN(c2cccc(Cl)c2)CC1	·	-0.4	2.9%	-6.7%[57.5 µM]	-10.4%	-6.6%	0.7%	-26.2%	2.7%
CS(=O)(=O)N1CCN(c2ccccc2NC(=O)c2ccc(Cl)cc2)CC1	1.1	-0.2	-26.2%	i	-17.6%	-3.6%	0.1%	?	10.3%
Cc1ccc(S(=O)(=O)/N=C(/Nc2c(C)n(C)n(-c3ccccc3)c2=O)c2ccccc2)cc1	-4.4	1.0	3.4%	i	0.2%	-4.7%	-6.5%	1.2%	12.1%
COc1ccc(/C(O)=C2/C(=O)C(=O)N(CC3CCCO3)C2c2ccc(O)c(OC)c2)cc1 (stereo not given)	-2.6	-0.6	0.2%	-6.7%	-1.3%	14.7%	-17.0%	2.9%	17.9%
CSc1nccc(Oc2cccc(C#N)c2)n1	-8.7	-1.7	-1.4%	-11.3%	12.0%	-7.8%	-7.0%	10.7%	?
O=S(=O)(Nc1nc2c(s1)CCCC2)c1ccc(Br)cc1	2.5	-2.7	14.0%	-29.2%	-2.3%	-5.4%	-24.9%	-9.0%	-17.9%
OC(c1ccccc1)(c1ccccc1)c1nccn1-c1ccccc1	4.6	1.0	-5.7%	-4.2%	10.9%	-0.1%	-2.4%	?	-29.1%
O=C(CCNC(=O)c1ccccc1Cl)NCC(c1ccc(F)cc1)N1CCOCC1 (stereo not given)	-2.2	-0.4	-5.3%	-40.4%	6.6%	?	0.1%	13.3%	-6.5%
CCOC(=O)Cn1nc(C)c(NC(=O)COc2ccc(OC)cc2)c1C	1.5	0.2	1.4%&15.0%	-0.3%&-21.5%	15.2%	7.3%	-5.4%	37.5%&8.9%[activator]	-15.2%
COc1ccc(-c2nsc(C(=O)N(c3ccc(F)cc3)C(C(=O)NC3CCCC3)c3ccc(OC)cc3)c2N)cc1 (stereo not given)	1.4	-0.7	-0.5%	i	-12.9%	4.9%	-4.3%	?	-1.9%
COc1ccc(CN2C(=O)CSCC2(C)C(=O)Nc2c(C)cccc2C)cc1 (stereo not given)	-2.1	0.2	22.6%	i	·	-1.2%	8.1%	18.3%	-4.6%
CC(=O)NC(C)(c1ccccc1)c1nc(-c2csc3ccccc23)cs1 (stereo not given)	18.5	-0.7	-10.0%	-10.7%	12.4%	5.2%	-2.8%	?	-21.5%
CCCN=C1CC(C)(C)CC(=O)/C1=C(/O)CCC	5.4	1.4	-9.5%	i	7.2%	5.7%	-5.6%	4.8%	1.1%
CCOC(=O)C1=C(C)Nc2sc(C(=O)c3ccc(C)cc3)c(N)c2C1c1ccc(C(=O)OC)cc1 (stereo not given)	-1.2	-2.9	38.5%[activator]	i	18.8%	8.6%	-18.0%	-2.7%	-15.6%
O=C1NC(=O)N(c2ccccc2)C1=O	-2.1	0.3	-7.0%	-11.5%	5.4%	-0.7%	-9.5%	-1.0%	-5.6%
CCOc1cc(CNCc2ccccn2)ccc1OCC(=O)NC(C)(C)C	-4.4	-5.3	7.4%	-6.4%	3.6%	-10.1%	-4.8%	-17.1%	2.8%
O=C(CC(c1ccccc1)c1ccco1)Nc1nccs1 (stereo not given)	-8.5	-3.5	-19.4%	i	-0.6%	2.6%	-5.2%	?	-2.3%
CCN1C[C@@H]2[C@@H]3C(=O)N(Cc4ccccc4)C(=O)[C@@H]3[C@](CC)(C1=O)N2C(=O)c1ccc(C(C)(C)C)cc1	13.5	-0.5	7.3%	i	4.3%	10.8%	-6.5%	8.5%	-28.3%
CCCCn1c(N)c(N(CCC(C)C)C(=O)c2cc(S(=O)(=O)N3CCOCC3)ccc2F)c(=O)[nH]c1=O	3.4	2.0	4.3%	i	-2.0%	-1.7%	-16.2%	0.5%	-26.9%
COc1cc(/C=N/Nc2nc(N3CCCC3)nc(N3CCCC3)n2)ccc1OCc1ccccc1F	-0.5	-2.6	-0.5%	-4.2%	22.1%	-5.1%	-7.9%	14.5%	-0.4%
COc1cc(C(=O)OCC(=O)N2CCCCCC2)c([N+](=O)[O-])cc1OC	0.2	2.9	-3.4%	-94.5%[inhibitor]	-3.0%	8.6%	4.3%	28.9%	11.0%
CCOc1nc(C)ccc1-c1noc(C)n1	·	-4.1	0.3%	-13.9%	0.9%	14.4%	-9.5%	9.1%	-14.4%
CC(/C=N/O)Cc1ccc2c(c1)OCO2 (stereo not given)	5.0	-2.6	8.2%	-4.7%	11.2%	-0.6%	-1.9%	-3.1%	-7.2%
CCCCn1c(N)c(N(CCOC)C(=O)COC(=O)COc2ccc(CC)cc2)c(=O)[nH]c1=O	7.0	0.6	-12.3%	i	14.8%	2.6%	2.9%	22.1%	-1.6%
Cc1cc(=O)n2c(nc3ccccc32)[nH]1	·	1.3	17.0%	31.6µM*	12.4%	4.0%	-5.2%	103.1%[activator]	2.3%
COc1ccccc1NC(=O)Cc1csc(NC(=S)Nc2ccccc2)n1	·	-2.2	?	i	-4.4%	19.0%	-15.0%	?	-10.7%
COc1ccccc1-c1nnc(SC(C)C(=O)O)n1-c1ccccc1 (stereo not given)	5.4	1.5	-12.5%	i	-7.3%	8.5%	-3.5%	-20.5%	-2.2%
O=C(NN1C(=O)C2C3C=CC(O3)C2C1=O)c1ccccc1 (stereo not given)	-2.5	-0.2	-2.3%	-16.9%	-5.0%	13.0%	-12.9%	6.4%	8.8%
